# Screens from PubChem.
# NadD block: blocks S. aureus nicotinate mononucleotide adenylyltransferase; AID 602399; inhibition, % at 20 µM; hit rate 0.78% among 360,000; purified NadD enzyme, colorimetric absorbance read-out; in the data active = inhibition above about 26%; note: some compounds past the cut are filed as inactive
# SKN-1 block: inhibitors of C. elegans SKN-1 | C. elegans VP596 Pgst-4::GFP/RFP ratio, acrylamide-induced, 24 h | inhibition, % at 21.8 µM | hit rate 0.49% among 360,000;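 active = interference check ratio from 0.5 to 1.5 plus GFP to RFP signal ratio inhibition reaching or exceeding a fixed threshold, cut at about 30% in these data, passing the limit was not always enough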; note: some compounds called inactive have numbers as strong as hits
# STEP inh: blocks human striatal-enriched tyrosine phosphatase; P54829; recombinant STEP, OMFP fluorogenic substrate, fluorescence; inhibition, % at 20 µM; hit rate 0.25% among 360,000; AID 588621;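 active = inhibition at 20 µM, scaled per plate between control wells, above about 37%, limit read from the data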;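 note: 0% = DMSO with enzyme and substrate and 100% = substrate only without enzyme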
#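 material = STEP tyrosine phosphatase | reagent = fluorogenic phosphatase substrate OMFP at 25 µM final | doses = single compound dose of 20 µM, 1% DMSO final | schedule = 20 min reaction, room temperature, in the dark | measured by = fluorescence, 480/540 nm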
# SUMO1 PPI mod: alters human SUMO1 binding to SIM partners. hit rate 0.33% among 360,000. SUMO1 binding to a labelled peptide, TR-FRET, 1 h. P63165. inhibition, % at 20 µM; in the data active = inhibition above about 37%
# Target sequence (P63165 whole entry, looked up): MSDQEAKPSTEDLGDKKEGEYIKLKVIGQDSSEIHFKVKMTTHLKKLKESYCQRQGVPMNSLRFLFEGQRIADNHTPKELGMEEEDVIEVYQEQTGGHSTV
# DNMT1 block: inhibitors of human DNMT1. P26358. DNMT1 molecular beacon, Hinp1I cleavage, fluorescence. inhibition (reported as % activation of signal), % at 10 µM. hit rate 0.83% among 360,000. AID 588458; in the data active = inhibition above about 50%
# MT1-MMP act inh: inhibitors of human MT1-MMP activation; P50281; GFP/RFP ratio change, % at 20 µM; hit rate 0.061% among 360,000; HT1080 RFP-PRO-GFP cells, GFP/RFP ratio fluorescence, overnight; percent of plate control window, DMSO zero;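 active = GFP/RFP ratio change of at least 30% with cell ATP level not reduced by more than half and red fluorescence within 50% of control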; note: strong numbers were not always called active
#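 Assay system – RFP-PRO-GFP reporter HT1080 cells · Compound dosing – single dose of 20 µM compound, 1% DMSO final · Incubation – overnight compound exposure at 37 °C · Measure – GFP/RFP fluorescence ratio · Benchmarks – DMSO wells and RFP-L50D-GFP cells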
# CendR NRP1 mod: NRP-1/CendR interaction modulation; AID 602438; inhibition, % at 25 µM; FAM-RPARPAR peptide binding to NRP-1, fluorescence polarization; hit rate 0.85% among 360,000; O14786;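 active = inhibition or corrected inhibition above about 18%, plus a signal ratio from 0.5 to 1.5, limit read from the data, passing the limit was not always enough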; note: strong numbers were not always called active
# Target sequence (O14786 whole entry, looked up): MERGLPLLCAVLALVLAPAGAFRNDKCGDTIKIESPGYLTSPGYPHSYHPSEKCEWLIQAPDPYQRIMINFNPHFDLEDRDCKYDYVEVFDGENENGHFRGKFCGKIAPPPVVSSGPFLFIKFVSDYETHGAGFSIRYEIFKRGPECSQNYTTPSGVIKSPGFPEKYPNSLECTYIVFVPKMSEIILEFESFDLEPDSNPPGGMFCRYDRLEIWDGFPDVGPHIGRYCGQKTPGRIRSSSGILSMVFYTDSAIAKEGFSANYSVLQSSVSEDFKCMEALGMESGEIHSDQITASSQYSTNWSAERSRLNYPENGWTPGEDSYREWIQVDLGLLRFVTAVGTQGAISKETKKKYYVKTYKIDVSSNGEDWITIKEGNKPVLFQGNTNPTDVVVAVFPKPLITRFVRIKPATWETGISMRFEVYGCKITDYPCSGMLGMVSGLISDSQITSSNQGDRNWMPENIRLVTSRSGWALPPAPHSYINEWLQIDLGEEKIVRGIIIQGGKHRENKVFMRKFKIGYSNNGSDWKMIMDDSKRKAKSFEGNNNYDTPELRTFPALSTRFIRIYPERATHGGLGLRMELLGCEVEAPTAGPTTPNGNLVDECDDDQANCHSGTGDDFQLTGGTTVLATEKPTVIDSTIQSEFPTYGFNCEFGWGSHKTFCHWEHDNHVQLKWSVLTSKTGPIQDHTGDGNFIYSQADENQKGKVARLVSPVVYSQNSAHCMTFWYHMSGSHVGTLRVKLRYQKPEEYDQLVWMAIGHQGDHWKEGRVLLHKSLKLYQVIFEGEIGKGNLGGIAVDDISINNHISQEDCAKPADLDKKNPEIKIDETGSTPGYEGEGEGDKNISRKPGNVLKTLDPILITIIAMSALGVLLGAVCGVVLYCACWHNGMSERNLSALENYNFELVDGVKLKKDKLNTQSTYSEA
# Scp1 inh: inhibitors of human Scp-1 phosphatase | Q9GZU7 | Recombinant Scp1, phosphopeptide, malachite green phosphate absorbance | hit rate 0.88% among 340,000 | inhibition, % at 20 µM;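 active = inhibition above about 50% at 20 µM, limit read from the data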;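 note: plate controls were DMSO wells with enzyme for no effect and wells lacking enzyme for full effect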
#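 Test system: SCP-1 phosphatase catalytic domain, residues 76-261; measured by: colorimetric phosphate reagent with accelerator and stabiliser, absorbance at 630 nm; timing: enzyme reaction 45 min at room temperature, colour 5 min, stabilisation 30 min; also added: Phosphorylated 17-residue peptide substrate; compound dosing: one concentration, 20 µM, with 1.0% DMSO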
# Rpn11 block: blocks the human proteasome subunit Rpn11. O00487. human 26S proteasome, Ub4-pepOG fluorescence polarization; 20S core pre-blocked with epoxomicin. calls only at 20 µM. hit rate 0.59% among 360,000;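 active = inhibition at 20 µM, scaled to each plate's controls, above about 33%, limit read from the data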
# LMPTP block: blocks human LMPTP phosphatase; P24666; recombinant LMPTP-A, OMFP fluorogenic substrate, fluorescence intensity; inhibition, % at 20 µM; hit rate 0.22% among 360,000;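 active = compounds that cut the enzyme signal by at least half of the control window in the single-dose screen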;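 note: plate controls were DMSO wells with enzyme plus substrate for no effect and substrate without enzyme for full effect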
#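 test system = LMPTP-A | amount = 0.625 nM LMPTP-A final | reagent = fluorogenic phosphatase substrate OMFP at 400 µM final | incubation = 50 min at room temperature | benchmarks = no-enzyme low control, uninhibited high control | medium = Bis-Tris pH 6.0, DTT, detergent | signal = fluorescence intensity of OMFP turnover product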
# * hit, by the source's call; i = inactive; . = no result given; + = active, no number.
SMILES,NadD block,SKN-1 block,STEP inh,SUMO1 PPI mod,DNMT1 block,MT1-MMP act inh,CendR NRP1 mod,Scp1 inh,Rpn11 block,LMPTP block
O=C(COc1cccc(C(F)(F)F)c1)NCC(c1ccco1)N1CCCCC1 (configuration not stated),-7.8,0.1,-0.2,5.0,2.0,-0.7,-17.8,1.3,i,-0.8
CC1=NCCN1CCNC(=O)Nc1ccc(C(C)(C)C)cc1,-4.4,-24.1,-2.7,-0.3,-0.6,-2.1,2.1,-9.5,i,-2.8
Fc1cccc(Cl)c1C1SCc2nc3ccccc3n21 (configuration not stated),0.4,-4.6,2.3,-0.2,7.3,10.7,-5.5,.,i,-0.5
Cc1sc2ncn(Cc3ccccc3F)c(=O)c2c1C,-3.4,11.7,-0.4,3.4,-0.6,-0.4,5.6,-15.2,i,-0.5
c1ccc(SC23CC4CC(CC(C4)C2)C3)nc1,-1.3,1.0,0.4,0.2,0.3,-2.1,3.1,.,i,-1.1
COc1ccccc1CNc1ncnc2nc[nH]c12,-0.2,-9.8,-1.0,2.1,-0.4,6.4,-3.1,-6.6,i,-1.2
O=C(NCCc1ccncc1)Nc1ccccc1Cl,3.5,9.5,-2.8,-3.6,2.1,-4.3,-2.1,-7.2,i,-1.0
COc1ccccc1NS(=O)(=O)c1cccc(C(=O)NC2CCN(Cc3ccccc3)CC2)c1,-4.3,-3.3,-0.9,0.2,-1.9,-1.1,-4.1,3.6,i,-0.2
CCCn1c(N)c(N2CCCCC2)c(=O)n(CC(=O)Nc2ccc(OC(F)(F)F)cc2)c1=O,1.6,-2.1,-1.8,-1.4,-5.6,4.2,17.9,-12.7,i,-3.9
COc1ccccc1C(=O)OCCN=C1NS(=O)(=O)c2ccccc21,-2.6,29.9,-3.3,0.3,6.5,1.0,2.7,-3.8,i,0.8

# Limited to LMPTP block (two entries from above):
SMILES	LMPTP block
COc1ccccc1C(=O)OCCN=C1NS(=O)(=O)c2ccccc21	0.8
O=C(NCCc1ccncc1)Nc1ccccc1Cl	-1.0

# (list continues)
SMILES,NadD block,SKN-1 block,STEP inh,SUMO1 PPI mod,DNMT1 block,MT1-MMP act inh,CendR NRP1 mod,Scp1 inh,Rpn11 block,LMPTP block
O=C1CC(N(CCc2ccccc2)C(=S)Nc2ccccc2)C(=O)N1c1ccc(Br)cc1 (configuration not stated),2.9,6.5,-5.0,-2.0,-30.8,-20.2,-2.4,-13.2,i,4.8
O=C(Nc1ccccc1F)Nc1ccccc1Br,-1.4,5.6,3.1,0.3,-0.8,-0.6,4.3,-6.6,i,-0.8
COc1cc(Cl)c(CN2CCC(CCC(=O)NC3CC3)CC2)cc1OC,4.7,-9.3,-0.6,-0.7,0.5,3.1,8.7,-7.3,i,-1.0
CCOC(=O)Cc1cnc(N)s1,-8.0,1.9,2.7,-0.9,1.4,11.2,-4.1,-7.1,i,-0.8
Cc1ccc(S(=O)(=O)N(C)c2ccc(C(=O)NC3CCCCC3)cc2)cc1,-4.4,11.8,-0.6,-5.7,-0.8,-6.0,2.1,.,i,0.7
CCn1c(SCC(=O)Nc2cccc(NC(C)=O)c2)nc2c([nH]c3ccccc32)c1=O,0.4,-19.7,-5.0,-9.1,-1.1,-0.6,5.2,15.9,i,4.7
Cc1ccc(OCC(=O)Nc2ccc(CN3CCCCC3)cc2)c(C)c1,0.6,-7.7,-0.9,-5.6,2.8,-2.5,3.4,6.7,i,4.0
CCOc1nc(C)ccc1-c1noc(C)n1,5.2,3.1,-1.3,3.2,0.7,0.1,-4.7,0.2,i,-2.7
Cc1ccc(N2C(=O)C3CCC(C)(C2=O)C3(C)C)cc1C (configuration not stated),1.5,2.2,-0.6,0.6,-1.1,2.4,3.9,-8.9,i,-0.8
O=C(NC1CCS(=O)(=O)C1)c1ccccc1Cl (configuration not stated),-2.2,-10.4,-1.7,4.7,0.6,-0.2,-11.1,-4.9,i,-1.6
S=C(NCc1ccc(Cl)cc1)NC1CCN(Cc2ccccc2)CC1,0.0,-9.1,-0.8,3.2,-6.1,-1.1,1.3,-2.5,i,-0.5
CC(C)N(C(=O)/C=C/c1cccc([N+](=O)[O-])c1)C(C)C,-4.8,-2.0,1.8,-7.3,2.8,0.4,-6.4,-6.0,i,-2.0
O=C1N(Cc2cccc(Cl)c2)C[C@@H]2C[C@@H](c3cccc4cccnc34)N3CCC[C@@]123,-5.5,1.3,-0.7,-6.3,1.5,-16.1,-20.5,1.2,+,1.8
CCOc1ccc(S(=O)(=O)NCCC(=O)NCc2ccco2)cc1,-2.5,0.0,-10.1,0.2,0.9,4.4,3.6,-4.7,i,-0.1
COc1ccccc1NC(=O)CSc1nnc(COc2ccccc2OC)n1C,-7.4,-1.2,-1.5,-2.2,-0.8,-0.5,-4.3,-1.7,i,-1.4
CCC(=O)c1ccc(OCC(=O)Nc2ccccc2C(=O)N2CCCCC2)cc1,-4.1,6.7,1.1,1.7,1.0,2.0,-9.6,-2.8,i,-1.6
CC(=O)Nc1nnc(SCc2ccc(F)cc2)s1,-7.0,4.4,-2.1,3.5,-0.1,3.6,5.9,-7.2,i,-0.5
Cc1ccc(N2CC(C(=O)Nc3ccccc3C(=O)NC3CCCCC3)CC2=O)cc1C (configuration not stated),2.7,6.3,0.2,0.9,-5.8,.,-11.4,7.4,i,0.0
COc1cc(C2NC(=O)NC(O)(C(F)(F)F)C2C(C)=O)cc(OC)c1OC (configuration not stated),-0.2,3.6,-1.4,0.0,-1.1,-2.2,3.3,-1.3,i,-0.7
COc1cc(OC)cc(-c2cc3nc(C)c(CCC(=O)NCc4ccccc4)c(C)n3n2)c1,-0.4,-0.3,2.3,8.8,-5.7,0.3,-6.2,-11.7,i,0.5
CCOc1ccc(CCNC(=O)COC(=O)c2cccc(S(=O)(=O)N3CCOCC3)c2)cc1OCC,0.7,15.4,-1.7,1.6,0.9,-1.0,-2.7,-4.9,i,0.9
CCc1ccc(CN2CCC(n3nccc3NC(=O)c3ccc4c(c3)OCO4)CC2)cc1,-8.5,-8.9,-2.0,0.4,-0.5,3.5,7.5,-7.1,i,0.2
COC(=O)COc1cccc2c(=O)n(CC(=O)NCCc3ccc(OC)c(OC)c3)ccc12,-5.0,2.6,0.5,2.9,0.8,0.6,1.9,-3.9,i,-1.6
CCc1cc(C(=O)Cc2ccc(F)cc2)c(O)cc1O,-6.6,2.8,-1.5,-1.7,0.6,-11.7,-4.8,-8.7,i,-10.0
COc1ccccc1/C=C/C(=O)N1CCc2cc(OC)c(OC)cc2C1C (configuration not stated),2.3,0.0,2.2,-4.1,-2.5,-7.5,-12.5,-2.4,i,-1.0
COc1ccc(-c2nnc(SC)n2C)cc1,-3.9,-1.4,-5.5,2.0,5.0,0.7,9.1,-8.4,i,-1.3
O=C(CSc1nnc(CNC(=O)c2ccccc2)o1)NCCc1ccccc1,-1.4,0.9,1.5,1.5,0.1,0.0,-11.6,-3.1,i,0.7
COc1ccc(NC(=O)CSc2nnnn2C2CCCC2)c(OC)c1,-3.5,0.3,-1.0,-0.9,-0.5,-0.9,1.1,5.1,i,-0.1
CCOc1ccc2nc(NC(=O)NC3CCCCC3)sc2c1,-6.0,1.8,-4.6,4.4,3.7,0.7,-4.9,-2.5,i,-0.3
COc1ccc(CC(=O)OCC(=O)Nc2ccc(F)cc2)cc1,-0.9,12.6,1.5,-6.5,1.1,2.4,-11.2,-6.1,i,-0.8

# 2 records drawn at random from those above:
SMILES,NadD block,SKN-1 block,STEP inh,SUMO1 PPI mod,DNMT1 block,MT1-MMP act inh,CendR NRP1 mod,Scp1 inh,Rpn11 block,LMPTP block
CCc1cc(C(=O)Cc2ccc(F)cc2)c(O)cc1O,-6.6,2.8,-1.5,-1.7,0.6,-11.7,-4.8,-8.7,i,-10.0
COc1ccc(-c2nnc(SC)n2C)cc1,-3.9,-1.4,-5.5,2.0,5.0,0.7,9.1,-8.4,i,-1.3

# (list continues)
SMILES,NadD block,SKN-1 block,STEP inh,SUMO1 PPI mod,DNMT1 block,MT1-MMP act inh,CendR NRP1 mod,Scp1 inh,Rpn11 block,LMPTP block
CCOC(=O)c1ccc(NC(=O)C(C)Sc2nc(O)c(-c3ccccc3)c(=O)[nH]2)cc1 (configuration not stated),0.1,10.7,-0.2,-2.4,1.8,0.9,-11.8,-3.1,i,0.3
Cc1cc(N/C(=N\S(=O)(=O)c2ccc(F)cc2F)c2ccccc2)no1,-2.4,-13.6,0.8,-0.2,4.8,4.0,-3.0,-6.4,i,0.6
CCOc1cc(/C=C2/C(=O)NN(c3cccc(Cl)c3)C2=O)ccc1O,2.9,6.3,2.9,-15.0,1.7,-3.6,-83.1,-5.0,i,1.4
O=C(Cc1ccccc1[N+](=O)[O-])NCc1ccco1,5.4,1.9,-2.7,-4.4,1.7,1.3,-0.9,-4.9,i,0.3
CSCc1nnc(NC(=O)c2ccc(S(=O)(=O)N(C)C)cc2)o1,7.7,13.4,0.1,-6.1,13.4,-1.3,-7.5,-1.1,i,-0.3
CC(=O)c1cc(CN2CCN(CCC(C)C)C(CCO)C2)cs1 (configuration not stated),-10.1,-1.6,-1.6,0.8,1.2,-2.3,-1.2,-7.4,i,-1.9
COc1cc(/C=N/NC(=O)c2cccc3ccccc23)cc(OC)c1OC,-0.5,11.8,-2.3,4.6,-1.6,6.7,0.3,-12.3,i,1.2
COc1ccc(NC2=CC(c3ccc(OC)cc3)N(c3ccc(OC)cc3)C2=O)cc1 (configuration not stated),10.3,2.4,-0.3,-0.9,-6.7,0.6,7.2,-4.7,i,3.2
Cc1ccccc1C(C)NC(=O)COC(=O)Cn1cc(C(F)(F)F)ccc1=O (configuration not stated),-3.9,-10.9,-3.3,1.5,0.2,-1.2,11.0,-2.8,i,-0.1
CCC(=O)NC1=C(C#N)C2(CCCC2)Cc2ccccc21,4.7,-5.2,-2.9,-7.3,-0.8,4.6,1.0,-5.9,i,-1.2
COc1ccc(CCNC(=O)C(=O)NCC2CCCN2S(=O)(=O)c2cc(C)ccc2C)cc1 (configuration not stated),-7.5,-8.1,3.7,2.7,-3.9,-5.2,-4.8,-6.2,i,1.0
O=C1/C(=C/N(C(=O)c2ccco2)c2ccc(Cl)cc2)Sc2ccccc21,0.8,27.3,2.6,-8.6,8.2,-14.8,-37.4,-5.1,i,-0.1
Cc1sc(NC(=O)C2CC(=O)N(Cc3ccco3)C2)nc1-c1ccccc1 (configuration not stated),-0.1,4.2,3.1,2.7,-4.7,-2.7,-11.1,.,i,0.0
CC(=O)N1CCN(C(=S)c2ccc(-c3ccc(Cl)cc3)o2)CC1,3.3,-5.0,22.7,-14.9,-13.0,0.4,-3.6,-11.2,i,1.5
